Compound activity: PubChem BioAssay, several laboratories
ssDAF12 agonist: activates DAF-12 receptor from parasite S. stercoralis | actives 1% (n = 370,000) | AID 652126 | HEK293 ssDAF-12/GRIP1 lit1-tk-luc reporter, luminescence; % of 3 µM dafachronic acid response | activation, % at 6.8 µM;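 active = activation above the mean over all tested compounds plus 3 SD, cut at about 0.9% in these data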;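 also: 0% = DMSO-only wells and 100% = 3 µM delta7-dafachronic acid wells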
SMARCA2 activ: SMARCA2 function activation, primary screen; MG213 cells, MMTV-luciferase reporter, dexamethasone, overnight; activation, % at 9.1 µM; actives 1% (n = 370,000); in the data active = activation above about 7.8%;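 also: 0% = vehicle wells and 100% = reference activator wells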
GC-A act: GC-A (human) enzyme activation | actives 0.14% (n = 370,000) | P16066 | activation, % at 10 µM | HEK293 GC-A cells, cGMP TR-FRET, EC30 ANP; 0% at EC30 ANP, 100% saturating ANP | AID 1671463; in the data active = activation above about 40%
hgDAF-12 ag: hgDAF-12 agonism, primary luciferase screen; HEK293 GAL4-hgDAF12 UAS-luciferase reporter, agonist luminescence; normalized to butyrate control; activation, % at 6.8 µM; actives 1.8% (n = 370,000); AID 687014;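 active = activation above a cutoff set at the mean of all screened compounds plus 3 SD, cut at about 10% in these data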;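 also: 0% = DMSO wells and 100% = sodium butyrate wells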
sPLA2-III inh: Inhibits HGIII-sPLA2 liposome hydrolysis, primary screen. actives 0.56% (n = 370,000). AID 743126. QFRET BODIPY PC-A2 liposome hydrolysis, fluorescence. Q9NZ20. inhibition, % at 12.2 µM;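 active = inhibition above mean plus 3 SD of compounds lying within the high and low control bounds, cut at about 19% in these data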;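 also: 0% = median of test compound wells and 100% = no enzyme DMSO wells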
Target sequence (Q9NZ20 whole entry, looked up): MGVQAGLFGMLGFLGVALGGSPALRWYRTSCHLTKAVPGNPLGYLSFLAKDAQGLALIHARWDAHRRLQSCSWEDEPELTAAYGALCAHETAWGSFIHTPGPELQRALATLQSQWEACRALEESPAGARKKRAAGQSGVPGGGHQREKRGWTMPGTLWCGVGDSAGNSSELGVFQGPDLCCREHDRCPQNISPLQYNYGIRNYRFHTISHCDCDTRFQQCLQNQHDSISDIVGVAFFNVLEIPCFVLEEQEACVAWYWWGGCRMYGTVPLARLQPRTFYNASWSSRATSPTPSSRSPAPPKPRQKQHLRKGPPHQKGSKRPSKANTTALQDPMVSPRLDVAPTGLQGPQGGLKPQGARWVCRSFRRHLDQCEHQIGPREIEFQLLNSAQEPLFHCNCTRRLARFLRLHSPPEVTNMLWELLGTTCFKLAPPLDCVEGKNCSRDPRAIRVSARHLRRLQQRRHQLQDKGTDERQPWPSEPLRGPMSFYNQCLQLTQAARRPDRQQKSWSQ
GAA850 FXN act: frataxin GAA850 promoter activation; HEK293 lucGAA850 FXN promoter luciferase reporter, 24 h; percent of 10 µM SAHA response; activation, % at 6 µM; actives 0.56% (n = 360,000); AID 540364;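 active = activation above the average of all compounds screened plus 3 SD, cutoff fixed separately per campaign, cut at about 7.5% in these data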;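 also: 0% = DMSO wells and 100% = 10 µM SAHA wells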
DAX1 inh-1: blocks DAX1 repression of SF-1 activated StAR promoter. AID 652010. inhibition, % at 6.8 µM. HEK293T StAR-luciferase reporter, SF-1/DAX-1 repression relief. actives 1.1% (n = 370,000);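 active = inhibition above the mean over all tested compounds plus 3 SD, cut at about 3.6% in these data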;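 also: 0% = DAX-1 cells with DMSO and 100% = cells lacking DAX-1 with DMSO; higher inhibition means more luminescence from relief of DAX-1 repression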
hcDAF-12 act: H. contortus DAF-12 activation, primary screen | AID 652067 | actives 1.4% (n = 370,000) | HEK293 hcDAF-12 lit1-tk-luc reporter, luminescence; 0% DMSO, 100% Δ7-dafachronic acid | activation, % at 6.8 µM;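 active = activation above the mean of all tested compounds plus 3 SD, cut at about 5.5% in these data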;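 also: 100% = response to 3 µM Δ7-dafachronic acid high control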
DAX1 inh-2: NR0B1 (DAX1) inhibition | AID 504766 | P51843 | HEK293 Gal4-DAX1 luciferase reporter, luminescence | inhibition, % at 6.75 µM | actives 0.99% (n = 340,000);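 active = inhibition above the mean over all tested compounds plus 3 SD, cut at about 4.2% in these data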;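 also: 0% = DAX1-transfected cells with DMSO and 100% = empty-vector control cells with DMSO; inhibition shows as a rise in luminescence from relieved DAX1 repression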
Target sequence (P51843 207-470 limits assumed): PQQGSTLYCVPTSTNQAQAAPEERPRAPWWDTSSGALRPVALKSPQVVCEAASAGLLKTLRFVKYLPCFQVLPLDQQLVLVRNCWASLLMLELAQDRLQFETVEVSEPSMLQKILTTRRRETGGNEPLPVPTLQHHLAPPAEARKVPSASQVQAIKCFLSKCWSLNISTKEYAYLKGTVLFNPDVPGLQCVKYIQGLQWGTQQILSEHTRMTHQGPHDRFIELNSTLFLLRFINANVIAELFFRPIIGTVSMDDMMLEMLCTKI
proKLK7 act: activators of human kallikrein-7 zymogen; P49862; purified proKLK7, EDANS-DABCYL substrate fluorescence; 100% is mature enzyme control, 0% vehicle; activation, % at 7 µM; actives 0.9% (n = 370,000);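 active = activation above the mean of all tested compounds plus 3 SD, computed per campaign excluding outliers beyond control limits, cut at about 13% in these data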
Target sequence (P49862 whole entry, looked up): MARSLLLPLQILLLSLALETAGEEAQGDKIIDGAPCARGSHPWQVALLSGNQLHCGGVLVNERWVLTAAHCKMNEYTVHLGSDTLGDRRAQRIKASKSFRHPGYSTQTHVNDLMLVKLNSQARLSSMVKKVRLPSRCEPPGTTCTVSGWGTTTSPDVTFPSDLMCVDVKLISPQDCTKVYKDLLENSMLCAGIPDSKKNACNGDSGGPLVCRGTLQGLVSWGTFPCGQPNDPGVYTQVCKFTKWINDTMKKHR
NPR2 activator: GC-B (human) receptor activation | P20594 | HEK293-GC-B cells, CNP EC30, cGMP TR-FRET; 0% at EC30 CNP, 100% saturating CNP | activation, % at 10 µM | actives 0.11% (n = 370,000) | AID 1920062;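 active = activation at 10 µM reaching about 35% in either raw or pattern-adjusted values, limit read from the data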
* marks the source's active call; other numbers are inactive results; / = not tested or not shown.

Each structure is followed by: ssDAF12 agonist	SMARCA2 activ	GC-A act	hgDAF-12 ag	sPLA2-III inh	GAA850 FXN act	DAX1 inh-1	hcDAF-12 act	DAX1 inh-2	proKLK7 act	NPR2 activator
> O=C(Nc1ccc2ccccc2c1)NC1CCCCN(Cc2ccc(Cl)cc2)C1=O (stereo unspecified)
  2.9*	-5	5	6.1	1	/	-1.0	9.2*	/	0.4	5
> NC(=O)C[n+]1cccc2ccccc21
  -0.6	2	0	-1.2	-22	2.6	-0.2	4.6	-0.1	0.4	1
> C=CCn1cc(/C=C2\SC(N3CCOCC3)=NC2=O)c2ccccc21
  -1.2	5	-6	1.3	2	0.4	0.4	3.3	/	-0.2	-5
> N#CC(C#N)=C1c2cc(S(=O)(=O)NCCO)ccc2-c2ccc(S(=O)(=O)NCCO)cc21
  -1.0	2	4	0.6	1	-0.1	-0.3	1.0	1.1	0.0	-1
> O=C(O)C(Cc1c[nH]c2ccccc12)NS(=O)(=O)c1cccc(Cl)c1Cl (stereo unspecified)
  0.6	-3	1	4.1	-44	-0.8	-0.4	4.3	0.5	-0.1	-1
> N#Cc1ccccc1COC(=O)c1cccnc1N
  -1.7	-4	-3	-0.4	5	2.5	-0.3	-0.7	-1.0	1.3	1
> Cc1cccc(C)c1OCc1cc(C(=O)N(C)CCc2ccccn2)no1
  -0.3	1	-1	-1.2	-1	-0.7	-0.8	-1.0	0.9	0.5	2
> C[C@@H]1CC[C@H]2C(=O)N3[C@@H](CC[C@@H](C)[C@@H]3c3ccc(Br)cc3)C(=O)N2[C@H]1c1ccc(Br)cc1
  -1.6	0	-16	0.8	-5	6.0	-0.1	-0.9	-0.2	0.0	-16
> CCOCCCNC(=O)/C=C1\Sc2ccccc2N(Cc2ccccc2F)C1=O
  -0.7	-1	-16	-1.9	-5	3.7	0.4	0.7	-0.4	-0.1	-13
> COc1ccc(-n2c(=O)c3ccccc3n(CC(=O)NC3CCCCC3)c2=O)cc1
  -0.1	-2	6	0.9	0	1.0	-0.1	-1.6	0.2	-0.1	2
> COc1ccc(C(C)=O)cc1COC(=O)c1ccc2c(c1)OCO2
  -1.3	-4	9	-1.8	1	0.2	-1.2	-1.5	-0.8	-1.3	2
> O=Cc1c(NCc2cccc(F)c2)c2ccccc2[nH]c1=O
  -1.4	-2	1	1.8	0	-0.2	-0.5	-0.7	-0.5	-0.1	0
> O=C(COC(=O)c1ccc(Br)o1)Nc1nc2ccccc2s1
  -0.2	-1	2	3.0	-19	0.5	0.3	4.8	-0.1	-0.6	1
> Cc1ccc(N(C(=O)CNC(=O)c2ccco2)C(C(=O)NC2CCCCC2)c2ccncc2)c(C)c1 (stereo unspecified)
  -0.7	-2	0	-0.4	4	3.5	0.2	0.1	0.9	0.1	4
> CC1(C)C(=O)OC(c2cccn2-c2ccc([N+](=O)[O-])cc2)C2(CCCCC2)C1=O (stereo unspecified)
  -1.2	-2	-2	-1.4	8	1.9	-0.2	-0.9	0.2	-0.1	-5

Profiles from above. Order of screens: ssDAF12 agonist, SMARCA2 activ, GC-A act, hgDAF-12 ag, sPLA2-III inh, GAA850 FXN act, DAX1 inh-1, hcDAF-12 act, DAX1 inh-2, proKLK7 act, NPR2 activator
O=Cc1c(NCc2cccc(F)c2)c2ccccc2[nH]c1=O is listed with -1.4, -2, 1, 1.8, 0, -0.2, -0.5, -0.7, -0.5, -0.1, 0
N#Cc1ccccc1COC(=O)c1cccnc1N is listed with -1.7, -4, -3, -0.4, 5, 2.5, -0.3, -0.7, -1.0, 1.3, 1
Cc1cccc(C)c1OCc1cc(C(=O)N(C)CCc2ccccn2)no1 is listed with -0.3, 1, -1, -1.2, -1, -0.7, -0.8, -1.0, 0.9, 0.5, 2

The list continues.
Each structure is followed by: ssDAF12 agonist	SMARCA2 activ	GC-A act	hgDAF-12 ag	sPLA2-III inh	GAA850 FXN act	DAX1 inh-1	hcDAF-12 act	DAX1 inh-2	proKLK7 act	NPR2 activator
> COCCN(CCOC)C(=S)Nc1ccccc1
  -0.8	-2	2	-2.5	5	1.0	-0.2	2.3	0.2	0.3	-2
> CN(C(=S)NCCN1CCOCC1)C(c1ccccc1)c1ccccc1
  -1.2	-3	-1	-3.0	3	1.3	0.7	-2.4	2.2	-0.3	0
> Cc1cc(C(=O)OCC(=O)Nc2ccccc2)c(C)o1
  -1.6	-6	-4	3.5	-2	1.6	-0.6	-0.8	-0.8	-0.2	-1
> Cc1ccc2cc(CN(C(=O)c3cccnc3)C(C)C)c(=O)[nH]c2c1
  -0.5	-1	2	-0.7	2	0.4	-0.4	2.6	-0.4	-0.9	7
> CC1(C)Cc2c(ccc3ccccc23)C(c2cc3ccccc3oc2=O)=N1
  -1.3	0	0	2.1	-1	-1.0	-0.1	-0.9	-1.7	5.9	-9
> COc1cc(NC(=O)NC2Cc3ccccc3C2)cc(OC)c1
  -0.4	2	-5	4.5	-18	3.0	0.4	0.6	1.4	0.3	-2
> C#CCN1CCc2onc(-c3ccc(Br)cc3)c2C1=O
  -1.0	3	7	6.5	2	/	0.8	-2.5	/	0.3	-8
> CC(C)Oc1ccccc1C1CC(=O)Nc2cc3c(cc21)OCO3 (stereo unspecified)
  -2.0	-6	-10	-5.6	-6	1.9	-2.1	-3.0	-1.9	0.3	-9
> CC12C(=O)N(c3nccs3)C(=O)C1C1C=CC2C1 (stereo unspecified)
  -1.6	5	2	-0.1	10	-0.9	0.4	-0.1	0.5	-0.1	4
> CC(=Nc1ccc(C)cc1C)c1sc2ccccc2c1O
  1.9*	15*	-2	21*	3	4.0	4.2*	5.7*	5.8*	-0.8	-1
> CN(C)CC(=O)N[C@@H]1C[C@@H]2O[C@H](CO)CC[C@@H]2O[C@@H]1CCc1ccc(C#Cc2ccccc2)cc1
  -1.6	1	6	-6.4	-20	/	-1.2	-2.5	/	0.2	-7
> CC(C)(C)n1ncc2c(=O)n(CC(=O)NCc3ccc(F)cc3)cnc21
  0.3	1	-2	3.2	5	-3.9	-0.9	3.4	-1.1	-0.2	8
> Cc1ccc(-c2cc3nn(-c4ccccc4)c(N)c3c(=O)o2)cc1
  -1.2	1	-23	3.7	-5	1.8	-0.6	0.4	-0.2	-0.1	-8
> O=C(O)C1C2C=CC(O2)C1C(=O)Nc1cccc(C(F)(F)F)c1 (stereo unspecified)
  -0.7	-3	-1	-0.6	3	2.9	0.6	-0.1	1.2	0.8	-2
> CC(Sc1nc(N2CCOCC2)nc(N2CCOCC2)n1)C(=O)Nc1ccccc1 (stereo unspecified)
  -0.4	-3	-40	-1.9	5	-1.7	0.8	-1.9	-0.8	-0.1	-18

(further entries)
Each structure is followed by: ssDAF12 agonist	SMARCA2 activ	GC-A act	hgDAF-12 ag	sPLA2-III inh	GAA850 FXN act	DAX1 inh-1	hcDAF-12 act	DAX1 inh-2	proKLK7 act	NPR2 activator
> O=C(Nc1ccc(N2CCCCC2)cc1)c1ccc(F)cc1
  0.8	5	1	13*	4	3.2	4.6*	8.3*	0.5	-1.0	-1
> O=[N+]([O-])c1cccc(/C([O-])=C(/C(=S)Nc2cccc3ccccc23)[n+]2ccccc2)c1
  -0.2	3	0	1.3	2	3.3	-0.1	3.0	-0.1	-1.1	8
> COc1ccccc1CNC(=O)CN1C(=O)NC2(CCC(C)CC2)C1=O (stereo unspecified)
  -1.4	-1	1	2.4	0	-1.1	0.4	-1.5	-0.1	0.2	6
> Cc1cccc(N2CCN(C(=S)NCCc3ccccc3)CC2)c1C
  -1.3	6	-1	2.2	-1	0.6	0.6	-1.0	1.1	-0.2	0
> CCOc1ccc(C(=O)NCC(C)C)cc1
  0.1	2	0	3.7	-1	3.5	1.1	1.1	2.1	0.4	9
> COC(=O)[C@@]1(Cc2ccc(F)cc2)[C@H]2c3cc(C(=O)N(C)C)n(Cc4ccc(C)o4)c3C[C@H]2CN1C(=O)c1ccccc1
  -1.5	-1	-4	-2.2	-18	/	-0.4	-1.5	/	0.8	-3
> COc1ccc(-c2cc(C(=O)Nc3cccnc3Cl)no2)cc1OC
  -1.1	-2	0	-0.9	5	3.1	-0.2	0.0	0.4	-0.1	-3
> COc1ccc(C(=O)Nc2ccnn2C2CCN(C(C)CSC)CC2)cc1 (stereo unspecified)
  0.1	4	1	1.8	3	2.3	0.0	2.0	0.8	-0.8	3
> COc1cccc(CNC(=O)Cn2c(-c3ccccc3)cc(C(C)=O)c2C)c1
  -1.1	-7	-9	0.2	7	/	-1.5	-2.5	/	0.2	-13
> CN(CC(=O)N1CCc2ccccc2C1)c1ccccc1
  -0.7	-1	-6	1.5	-3	0.0	-0.8	-0.3	0.3	-0.5	1
> CCOC(=O)c1c(C)[nH]c(C(=O)COC(=O)C2(C)CC2(Cl)Cl)c1C (stereo unspecified)
  -1.7	5	10	2.4	-8	4.8	-0.4	0.8	0.0	-0.1	5
> O=C1NCCCCC1NS(=O)(=O)c1cccc2ccccc12 (stereo unspecified)
  -0.8	-2	4	-1.3	-1	2.0	-0.3	-2.0	-0.3	-0.2	1
> CCN(CC)C(=O)C1=C(C)N(Cc2ccc(C(C)(C)C)cc2)C(=O)C(CC(=O)NC2CCCCC2)C1 (stereo unspecified)
  -0.1	-3	9	-1.6	-2	1.6	-0.6	0.8	0.4	-0.2	4
> Cc1nnc(NC(=O)CSc2n[nH]c(-c3ccccc3)n2)s1
  -1.3	-1	-2	2.3	7	1.3	0.4	-1.9	0.7	-0.2	3
> CCCN(C(=O)Cc1nc(N)n[nH]1)C1(C(=O)Nc2c(C)cccc2C)CCCCC1
  -1.2	4	1	2.1	-2	-0.9	0.2	-0.9	0.9	-0.6	6

(list continues)
Each structure is followed by: ssDAF12 agonist	SMARCA2 activ	GC-A act	hgDAF-12 ag	sPLA2-III inh	GAA850 FXN act	DAX1 inh-1	hcDAF-12 act	DAX1 inh-2	proKLK7 act	NPR2 activator
> N#C/C(=C/c1ccc(C(=O)O)cc1)C(=O)Nc1ccccc1
  -1.3	0	0	-0.2	-16	0.4	-0.4	-1.1	-0.9	0.0	-5
> Cc1cccc(OCC(=O)N/N=C2/SCC(=O)N2Cc2ccco2)c1
  -0.8	0	-3	-0.3	-11	2.5	0.1	-1.4	1.2	-0.6	-5
> O=C(CSc1nc2ccccc2s1)Nc1cc(S(=O)(=O)N2CCOCC2)ccc1Cl
  -0.1	2	-5	1.5	-40	3.4	-0.5	0.7	-0.9	-0.6	3
> CN(Cc1ccon1)Cc1cn(Cc2ccccc2)nc1-c1ccc2c(c1)OCO2
  -1.5	-1	0	0.7	2	2.2	-1.0	0.1	-1.1	-0.1	5
> CCOC(=O)CCSc1nc2c(c(C(F)(F)F)c1C#N)CCC2
  -0.8	2	1	-1.2	8	-2.3	1.1	-1.1	-0.4	-1.2	5
> CC1(C)Cc2nc3sc4c(SCC(=O)NCc5ccco5)ncnc4c3cc2CO1
  -0.1	3	4	9.6	-5	-3.0	-1.3	2.5	-2.3	-0.8	-3
> CCOC(=O)[C@@H]1[C@H]2COc3ccccc3[C@H]2N2C(=O)N(c3ccc(Br)cc3)C(=O)[C@]12C
  -1.1	0	-2	-0.3	-3	1.5	-0.8	0.1	1.3	0.4	2
> CCN(CC)C(=O)c1cc([N+](=O)[O-])cc2c1-c1ccc([N+](=O)[O-])cc1C2=C(C#N)C#N
  -1.4	4	-3	0.4	-6	1.0	0.4	0.5	1.4	1.9	-7
